TSG101-PTAP inh – blocks PTAP/TSG101 interaction to inhibit HIV-1 budding | Fluorescence polarization, FITC-PTAP peptide / Tsg101 binding | 340,000 tested, under 10 active | Potency, µM (highest dose often 115 µM), without a hit: at the top dose activity change, negative = inhibition, actives largely listed as inhibitors | AID 493005 | Q99816; active means well fitted inhibition curve with a large enough effect in the main read-out, with a control signal flat, not every such curve was filed as active; inconclusive means small, poorly fitted or top-dose-only effect, or effect the other way, or a change in a side signal; inactive means no such curve, though single readings can be large or run the other way; further: potency means the concentration at half of the fitted maximal effect; % of control where 0% means no effect
Target sequence (Q99816 whole entry, looked up): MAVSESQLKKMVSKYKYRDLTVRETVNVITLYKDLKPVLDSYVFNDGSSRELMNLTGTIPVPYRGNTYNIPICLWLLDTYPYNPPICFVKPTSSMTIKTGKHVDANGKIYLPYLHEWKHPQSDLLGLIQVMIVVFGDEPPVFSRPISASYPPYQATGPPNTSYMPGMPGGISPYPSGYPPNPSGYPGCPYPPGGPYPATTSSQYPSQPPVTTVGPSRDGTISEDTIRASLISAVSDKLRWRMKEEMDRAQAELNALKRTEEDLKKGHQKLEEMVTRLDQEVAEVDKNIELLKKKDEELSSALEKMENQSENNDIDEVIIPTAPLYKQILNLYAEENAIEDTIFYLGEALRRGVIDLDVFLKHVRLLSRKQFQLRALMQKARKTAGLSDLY
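Fluorescence anisotropy tracks displacement of a FITC-tagged PTAP peptide (50 nM) from the Tsg101 binding domain (10 uM), following a 20 min room-temperature incubation at pH 7.5.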
Mito fusion yeast – mitochondrial division inhibition or fusion activation. actives 0.23% (n = 320,000). S. cerevisiae fusion-defective mutant growth rescue, CellTiterGlo 48 h. Potency, µM (highest dose often 46.1 µM), without a hit: at the top dose growth rescue (activation), hits mostly activators;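 further: potency means the concentration at half of the fitted maximal effect; % of control where 0% means no effect; nearly all actives have a fitted effect of over 45% in size; temperature-sensitive fusion mutants such as fzo1-1 at 37 °C on non-fermentable ethanol glycerol medium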
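Yeast fusion mutant, YPEG (non-fermentable carbon), compound, 48 h at 37C non-permissive; CellTiterGlo added, 10 min RT, luminescence read. Rescued growth = division inhibition.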
ELG1 DNA repair – inhibitors of ELG1-dependent DNA repair in HEK293T cells. HEK293T ELG1-luciferase reporter, luminescence, 16 h; DNA damage induced by 5-fluorouridine. Potency, µM (top dose mostly 46.1 µM), for inactives: top-dose activity change, negative = inhibition, usual class: inhibitors. actives 2.3% (n = 330,000). AID 504467; further: potency means the concentration at half of the fitted maximal effect; on the % scale 0 is the no-effect control and ±100 the full control effect; nearly all actives have a fitted effect of over 55% in size
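5-Fluorouridine DNA damage + compound/DMSO, 2,000 cells/well, 16 h, 37 °C/5% CO2. ONE-Glo, 30 min RT, luminescence. Readout = decrease in reporter signal.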
Eya2 phos inh – inhibitors of human Eya2 phosphatase activity; O00167; recombinant Eya2, OMFP fluorescence dephosphorylation (OMFP is methylfluorescein phosphate); Potency, µM (top dose mostly 76.9 µM), without a hit: at the top dose activity, negative = inhibition, most hits filed as inhibitors; actives 0.006% (n = 330,000); AID 488837; further: potency means the concentration at half of the fitted maximal effect; on the % scale 0 is the no-effect control and ±100 the full control effect
Target sequence (O00167 whole entry, looked up): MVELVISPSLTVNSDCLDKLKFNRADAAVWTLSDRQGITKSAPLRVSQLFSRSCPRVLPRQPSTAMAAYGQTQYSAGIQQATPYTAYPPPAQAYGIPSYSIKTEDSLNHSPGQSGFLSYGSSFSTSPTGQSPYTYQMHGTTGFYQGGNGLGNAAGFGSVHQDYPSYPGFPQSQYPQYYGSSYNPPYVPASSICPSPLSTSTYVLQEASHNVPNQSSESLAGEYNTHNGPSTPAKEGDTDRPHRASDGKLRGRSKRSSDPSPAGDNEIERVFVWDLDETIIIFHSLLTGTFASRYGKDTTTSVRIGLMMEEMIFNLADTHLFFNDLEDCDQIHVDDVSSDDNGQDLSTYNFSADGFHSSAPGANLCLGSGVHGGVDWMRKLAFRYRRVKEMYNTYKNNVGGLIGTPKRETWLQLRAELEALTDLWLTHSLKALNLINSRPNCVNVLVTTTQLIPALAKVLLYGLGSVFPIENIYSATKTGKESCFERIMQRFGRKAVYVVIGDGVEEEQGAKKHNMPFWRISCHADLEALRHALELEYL
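Eya2 (0.2 uM) preincubated 10 min at ambient with compound, then OMFP substrate added at 50 uM; 10 min reaction in 50 mM HEPES pH 7.5, 50 mM NaCl, 5 uM MgCl2, 0.05% BSA, 1 mM DTT. Fluorescence read at Ex 485/Em 525 nm.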
AT treatment – potential ataxia-telangiectasia treatments restoring KAP-1 phosphorylation; […] A-T fibroblasts, KAP-1 phosphorylation AlphaLISA; neocarzinostatin DNA damage 30 min before lysis; Potency, µM (highest dose often 57.5 µM), for the others: top-dose activation, hits mostly activators; actives 0.19% (n = 320,000); AID 485349; further: potency means the concentration at half of the fitted maximal effect; % of control where 0% means no effect; nearly all actives have a fitted effect of over 45% in size
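ATM-like activity read as KAP-1 phosphorylation via AlphaLISA donor/acceptor antibody pairs after lysis and 6 hr at 25C. Cells were ATM-null patient fibroblasts ([…], hTERT), dosed 60 min, then exposed to the DSB inducer NCS for 30 min.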
Chronic BCR inh – inhibitors of chronic active B-cell receptor signaling. ABC-DLBCL IkBa-CBG/CBR reporter, luminescence ratio, 4 h. Potency, µM (top dose mostly 46.1 µM), for inactives: at the top dose ratio change, negative = lower green/red ratio, usual class: inhibitors. actives 0.05% (n = 340,000); active means well fitted inhibition curve with a large enough effect in the signal ratio, with a control signal flat, not every such curve was filed as active; inconclusive means small, poorly fitted or top-dose-only effect, or effect the other way, or a change in a side signal; the % refers to the signal ratio;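 further: potency means the concentration at half of the fitted maximal effect; plate controls were basal doxycycline-induced cells for no effect and cells given 10 µM MG132 for full effect; MG132 reads +100%, hits lower the ratio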
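Concentration-response series (up to 46 uM) were applied to TMD8 dual-reporter cells for 4 h at 37C with doxycycline. Green/red ratio, after filter-overlap correction, defined %Activity; red signal alone was normalised to basal cells and zero luminescence.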
TSHR antag – antagonists of human thyroid stimulating hormone receptor; P16473; TSHR-expressing cells, TSH-stimulated cAMP HTRF, 2 h; stronger effect = lower value; activity change, negative = inhibition, % at 11.5 µM; actives 0.2% (n = 330,000); AID 504810;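 active means activity change below a set negative limit, meaning inhibition stronger than a set level, cut at about -70% in these data; inconclusive means activity change between two set negative limits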; further: on the % scale 0 is the no-effect control and ±100 the full control effect
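Read-out is FRET at 665 nm (cryptate excitation 337 nm) from a cryptate-tagged anti-cAMP antibody, competed by cell cAMP against cAMP-d2. Compounds are tested on freshly harvested TSHR cells challenged with 4nM TSH (EC80) for 2 hours at 37 deg C.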
Tb PFK block – blocks T. brucei phosphofructokinase | O15648 | T. brucei PFK, ADP-Glo luminescence | Potency, µM (titrated, usually from 57.5 µM), for the others: at the top dose activity, negative = inhibition, actives largely listed as inhibitors | actives 0.17% (n = 330,000);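 further: potency means the concentration at half of the fitted maximal effect; 0% = uninhibited 1x PFK enzyme wells and -100% = no-enzyme wells; nearly all actives have a fitted effect of over 60% in size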
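PFK 1.25 nM, F6P 0.5 mM, ATP 0.1 mM, 0.1 M TEA pH 8.0, 5 mM MgCl2, 0.01% Tween20, 0.1% BSA; 45 min RT. ADP-Glo readout. qHTS titration up to 57 uM; curves fitted, compounds curve-classed.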
Integrin act MD – integrin-mediated muscular dystrophy alleviation activation; Potency, µM (series often up to 38.3 µM), for inactives: top-dose activation, actives largely listed as activators; alpha7betagal myoblasts, beta-gal FDG fluorescence, 48 h; actives 0.064% (n = 350,000); AID 624291;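 further: potency means the concentration at half of the fitted maximal effect; 100% = response of the positive control SU9516; nearly all actives have a fitted effect of over 60% in size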
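alpha7betagal+/- myoblasts (passage 13, 250/well) treated 48 h at 37C with compounds at 1:260 dilution of DMSO stock. Lysed, then beta-galactosidase activity read as FDG fluorescence (ex 480/em 540) after 30 min, with pre-read for autofluorescence.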
ASM inhibitor – human S-ASM enzyme inhibition | P17405 | placental ASM, HMU-PC fluorogenic substrate, 60 min | Potency, µM (doses to about 57.5 µM), without a hit: top-dose activity change, negative = inhibition, usual class: inhibitors | actives 0.006% (n = 340,000) | AID 504937; further: potency means the concentration at half of the fitted maximal effect
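HMU-PC0 cleavage (9 uM final) by human placental ASM, 60 min at 37 °C following 10 min compound exposure at RT; stopped at pH 10, fluorescence Ex 386/Em 447 nm.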
TCR activator – T cell receptor activation; Potency, µM (top dose mostly 9.22 µM), for inactives: at the highest dose activation of IL-2 secretion, actives largely listed as activators; primary human leukocytes, anti-CD3, IL-2 HTRF, 48 h; AID 504894; 330,000 tested, under 10 active; further: % of control where 0% means no effect
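Using a-CD3 beads without co-stimulation, primary human leukocytes were exposed to compounds for 48 hr. An HTRF IL-2 kit measured the cytokine, with europium-to-d2 energy transfer producing emission at 665nm upon 320nm excitation.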
* = called active by the depositor; ? = inconclusive; / = not tested or not shown; [ ] = remark or other dose. Unless noted, the call rests on the fitted dose curve; in most records, active means well fitted curve in the direction sought with a large enough effect; inconclusive means small, poorly fitted or top-dose-only effect, or another doubt; inactive means no such curve, though single readings can be large; an effect the other way counts as inactive or inconclusive.

SMILES	TSG101-PTAP inh	Mito fusion yeast	ELG1 DNA repair	Eya2 phos inh	AT treatment	Chronic BCR inh	TSHR antag	Tb PFK block	Integrin act MD	ASM inhibitor	TCR activator
CCOC(=O)c1cc(C)n(-c2ccc(OC)c(OC)c2)c1C	-2.6%	3.0%	-18.2%	7.8%	7.4%	-6.3%	-7.9	-1.3%	-19.2%	2.5%	-3.5%
O=C(Nc1ccccc1C(=O)O)c1cc(S(=O)(=O)N2CCCCC2)cs1	0.8%	-3.2%	?	6.9%	-4.1%[11.5 µM]	?	-15.3	-0.4%	6.3%	7.1%	-5.2%
CCn1ccnc1C(O)c1cccc(OC)c1OC (stereo not given)	-3.5%	21.0%	6.7%	-19.5%	0.5%	0.4%	19.9	0.6%	-16.1%	1.3%	-4.3%
O=C(NC1CCCCCC1)c1cc(S(=O)(=O)N2CCOCC2)ccc1N1CCCCC1	-13.1%	4.2%	0.5%	2.2%	-2.1%	7.4%	-4.4	0.1%	-35.5%	-2.4%	-7.3%
COc1cc(OC)cc(C(=O)N2CCC(N3CCCCCC3)CC2)c1	-4.4%	-0.4%	10.9%	-1.9%	5.8%	?	27.3	-8.5%	17.4%	6.5%	8.3%[46.1 µM]
O=c1cc(CO)oc(CN2CCN(c3ccccc3F)CC2)c1O	-6.0%	-2.4%	3.8%	-8.0%	2.3%	-1.7%	-3.9	3.3%	-2.1%	-1.0%	0.2%
COc1ccc(C)cc1Nc1nnc(C)c(=O)[nH]1	-1.9%	-3.8%	7.1%	-2.6%	3.5%	6.2%	9.3	0.9%	-29.2%	0.8%	8.3%
Cc1cc(-c2ccccc2)nc(N/N=C/c2ccc(O)cc2)n1	-8.3%	-6.4%	-4.3%	-0.4%	5.0%	?	-10.8	0.8%	-44.8%	-0.9%	3.4%
CCN(CC(=O)Nc1ccc2c(c1)OCCO2)CC(=O)Nc1cc(C)on1	-0.4%	1.2%	17.0%	0.9%	1.9%	-4.1%	0.2	-0.9%	3.9%	0.0%	-65.1%
CCCCn1c(N)c(N(C)C(=O)C2CC(=O)N(Cc3ccco3)C2)c(=O)[nH]c1=O (stereo not given)	-0.1%	/	?	-19.9%	-9.2%	-1.4%	-3.7	-3.9%	13.5%	3.5%	2.8%[46.1 µM]
CNc1nc(-c2c[nH]c3ccccc23)cs1	0.4%	-7.6%	23.8%	3.0%	24.2%	?	-0.4	-6.0%	2.4%	2.9%	6.8%
Cc1cc(C)c2c(N)c3ccccc3nc2n1	-5.1%	6.9%	0.0%	7.8%	2.6%	?	-15.6	-5.0%	-67.6%[inhibitor]	/	0.5%
CCC1(c2ccc(OC)cc2)NC(=O)N(CC(=O)NC2CCCCC2C)C1=O (stereo not given)	-1.3%	-1.1%	-0.7%	?	-4.9%	-2.6%	15.4	-13.8%	?	3.3%	5.4%
CCOC(=O)N1CCC(NC(=O)C2CCCN2C(=O)OCc2ccccc2)CC1 (stereo not given)	-1.8%	-1.2%	-1.7%	8.4%	2.2%	0.1%	-12.6	-4.4%	?	3.8%	0.7%
COc1ccc(NC(=O)c2ccco2)cc1NC(=O)c1ccccc1F	0.6%	-3.1%	17.3%	3.4%	3.3%	4.4%	10.9	-5.0%	17.2%	17.7%	-0.6%
COCCCNC(=S)N1CCN(S(=O)(=O)c2ccc(OC)cc2)CC1	-3.6%	6.4%	6.0%	-5.5%	-0.5%	-5.1%	-0.8	0.3%	7.4%	-3.9%	-1.6%
COc1ccc(C(=O)OCC(=O)Nc2nnc(-c3ccccc3)o2)cc1	-1.3%	-0.9%	-5.9%	3.4%	6.6%	?	0.7	4.2%	12.0%	-1.9%	-3.9%
O=C(COc1cccc2ccccc12)N1CCN(c2ccccn2)CC1	-0.6%	6.1%	?	-23.0%	3.3%	?	0.3	-2.6%	11.9%	-2.5%	-1.5%
O=C(CN1CCN(S(=O)(=O)c2ccc(Cl)cc2)CC1)Nc1ccc2c(c1)OCCO2	-3.7%	2.9%	-3.5%	8.4%	1.1%	0.0%	6.3	3.9%	-6.9%	-2.4%	-5.4%
COc1ccc(CCn2nnnc2C(C(C)C)N2CCN(c3ncccn3)CC2)cc1OC (stereo not given)	-1.9%	-3.1%	?	6.6%	-1.4%	-0.3%	21.0	-2.1%	0.0%	-7.4%	-4.4%
CN(Cc1ccccc1)C(=O)COC(=O)CN1C(=O)c2ccccc2C1=O	-4.1%	/	6.6%	4.1%	4.8%	-0.5%	/	0.0%	2.4%	2.1%	10.1%
O=C(CSc1nc2ccccc2n1CCc1ccccc1)N1CCOCC1	-5.8%	2.0%	3.6%	-16.1%	3.1%	?	-3.8	12.4%	-5.2%	-0.8%	-6.4%[46.1 µM]
CCOC(=O)c1ccc(NC(=O)CCc2c(C)nc3ncnn3c2C)cc1	-5.3%	2.4%	10.4%	-2.2%	/	-29.2%	19.2	-3.7%	-1.9%	4.0%	1.0%[46.1 µM]
COc1cc(/C=N/NC(=O)C(=O)NCc2ccco2)ccc1O	-0.4%	-5.9%	24.1%	5.5%	1.9%	-2.1%	1.9	-0.5%	?	0.7%	2.9%[46.1 µM]
Cc1ccc(CN(C(=O)COc2ccc(Br)cc2)C2CCS(=O)(=O)C2)o1 (stereo not given)	-5.3%	16.5%	-9.0%	4.5%	-5.5%	?	-7.4	-3.7%	-16.8%	-4.5%	5.3%
(cont.)
SMILES	TSG101-PTAP inh	Mito fusion yeast	ELG1 DNA repair	Eya2 phos inh	AT treatment	Chronic BCR inh	TSHR antag	Tb PFK block	Integrin act MD	ASM inhibitor	TCR activator
Cc1nn(CC(O)Cn2cnc3c2c(=O)n(C)c(=O)n3C)c(C)c1Br (stereo not given)	-7.0%	1.0%	-1.6%	7.0%	1.6%	-0.9%	2.8	-1.7%	-1.9%	4.7%	3.2%
Fc1ccccc1CSc1nnc(-c2cnccn2)n1Cc1ccco1	-5.2%	-2.1%	?	-25.4%	1.7%	-2.5%	-8.1	0.7%	-7.6%	-0.5%	1.2%[46.1 µM]
CC(C)(C)OC(=O)C1=C(CO)CS[C@@H]2[C@H](NC(=O)Cc3ccccc3)C(=O)N12	1.1%	/	11.9%	1.7%	-0.2%[11.5 µM]	?	-0.8	5.6%	0.8%	3.7%	2.2%[46.1 µM]
COc1ccc(C(=O)N2CCC(O)(c3ccc(Cl)cc3)CC2)cc1OC	-2.1%	-4.3%	?	0.5%	-3.0%	-10.2%	11.3	-2.0%	7.5%	0.4%	-0.1%
CCCCN(C(=O)C1=COCCO1)c1c(N)n(Cc2ccccc2)c(=O)[nH]c1=O	-4.2%	-7.8%	?	0.1%	14.7%	5.4%	0.2	0.0%	0.0%	8.4%	2.7%
O=C1CC(=C(c2ccccc2)c2ccccc2)C(=O)N1CCCCN1CCN(c2cccc(Cl)c2)CC1	0.2%	-6.3%	-7.8%	-0.2%	0.0%	8.1%	-1.4	4.1%	-56.4%[inhibitor]	-13.5%	6.4%
O=C(Nc1ccc(Br)cn1)c1cccc2c1-c1ccccc1C2=O	1.5%	1.2%	-17.3%	9.3%	0.1%	-0.5%	-5.6	-0.3%	-33.9%	-1.2%	-1.5%
CCOC(=O)c1c(C)[nH]c(C)c1C(=O)COC(=O)C1CCCN1S(=O)(=O)c1ccccc1F (stereo not given)	0.5%	-1.8%	-22.1%	4.5%	-6.8%	-4.1%	1.4	-1.9%	16.8%	0.7%	2.3%
COc1cc(OC)cc(C(=O)NCc2nc(-c3ccccc3)no2)c1	0.9%	-9.3%	?	17.9%	1.1%	-17.6%	4.1	-2.1%	35.7%	-3.2%	-1.0%
Cc1ccc(CNC(=O)C2CCCN2C(=O)NCc2ccccc2)cc1 (stereo not given)	-4.9%	0.5%	6.0%	?	9.2%	-4.6%	3.6	0.0%	1.4%	2.5%	2.6%
Cc1ccc(C(=O)N2CCCCC2)cc1S(=O)(=O)N1CCCC1	-1.8%	-0.7%	-7.1%	-5.6%	?	-0.1%	8.5	-12.5%	12.6%	0.4%	0.0%

Screening results (PubChem)
